yeast bub3: NCI yeast anticancer drug screen, S. cerevisiae bub3 mutant strain; % growth inhibition at 50 µM; hit rate 9.9% among 78,000;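 further: 0% = growth of vehicle-only cultures of the same strain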
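Compounds were applied to a genetically altered yeast strain carrying a cell-cycle control defect. Growth inhibition was scored against vehicle-treated controls.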
yeast mec2-1: NCI yeast anticancer drug screen, S. cerevisiae mec2-1 strain; % growth inhibition at 50 µM; hit rate 9% among 79,000; AID 157;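 further: 0% = growth of vehicle-only cultures of the same strain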
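Vehicle-treated cultures served as reference for growth inhibition of compound-exposed mec2-1 yeast.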
sgs1 mgt1: NCI yeast anticancer drug screen, S. cerevisiae sgs1 mgt1 strain; growth inhibition, % at 50 µM; hit rate 10% among 78,000; AID 161;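 further: 0% = growth of vehicle-only cultures of the same strain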
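Genetically altered yeast, compound exposure, growth inhibition relative to vehicle.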
yeast cln2 rad14: NCI yeast anticancer drug screen, S. cerevisiae cln2 rad14 strain; hit rate 8.3% among 78,000; % growth inhibition at 50 µM;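 further: 0% = growth of vehicle-only cultures of the same strain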
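Growth of compound-exposed yeast (cln2 rad14 genotype) measured and expressed as inhibition relative to vehicle.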
yeast mlh1 rad18: NCI yeast anticancer drug screen, S. cerevisiae mlh1 rad18 strain. % growth inhibition at 50 µM. AID 175. hit rate 11% among 79,000;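 further: 0% = growth of vehicle-only cultures of the same strain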
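Compound-treated yeast growth, normalised to vehicle controls. Strain bears defined DNA repair mutations.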
rad50: NCI yeast anticancer drug screen, S. cerevisiae rad50 strain; AID 155; hit rate 10% among 79,000; % growth inhibition at 50 µM;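 further: 0% = growth of vehicle-only cultures of the same strain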
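A DNA repair-deficient yeast mutant serves as the test organism; compound-induced growth inhibition is calculated against vehicle-treated cells.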
* hit, by the source's call; nt = not tested or not shown; & = joins results of further samples. No stated cut-off is given here; in the data, active means growth inhibition above about 70%; inactive means the rest.

The opening 2 records, ahead of the listing:
SMILES	yeast bub3	yeast mec2-1	sgs1 mgt1	yeast cln2 rad14	yeast mlh1 rad18	rad50
O=C(/C=C/c1ccc([N+](=O)[O-])cc1)c1ccc(NCc2nc3ccccc3[nH]2)cc1	-15	-20	3	7	-7	-1
O=C(Cc1cccc2ccccc12)N/N=C/c1ccccc1Cl	-17	40	23	-14	7	-6

All compounds of this part, from the start:
SMILES	yeast bub3	yeast mec2-1	sgs1 mgt1	yeast cln2 rad14	yeast mlh1 rad18	rad50
O=C(/C=C/c1ccc([N+](=O)[O-])cc1)c1ccc(NCc2nc3ccccc3[nH]2)cc1	-15	-20	3	7	-7	-1
O=C(Cc1cccc2ccccc12)N/N=C/c1ccccc1Cl	-17	40	23	-14	7	-6
Cc1ccnc2nc(N)ccc12	-5	0	-5	-6	12	3
CC1(C)CC(C)(O)N(CCc2ccccc2)C(=S)N1 (stereo not given)	5	3	9	-17	2	-7
Cc1ccc(-c2cn3c(nc4ccccc43)c(-c3ccccc3)n2)cc1	-26	-27	-42	-53	-45	-26
O=C(Nc1nccs1)c1ccccc1F	-8	-1	-12	-53	-3	4
CC1=C(C(=O)NCCO)CCO1	2	17	9	2	13	9
Cc1ccc2c(c1)C1(C)C=C(CN3CCN(C)CC3)C(=O)CC1O2 (stereo not given)	100*	100*	100*	100*	99*	100*
O=c1[nH]c2nc(Cl)nc(Cl)c2[nH]1	8	6	11	12	45	28
CC1CCC(C)C1NC1=NCCO1 (stereo not given)	-16	-5	-9	-44	-13	-12
N[C@@H]1c2c(Br)sc(Br)c2[C@H](O)[C@@H]1O	-3	10	-25	2	-17	10
C=C(C)CN(C#N)CC(=C)C	-4	11	6	-17	3	-15
O=C(O)/C=C/c1cc(Br)sc1Br	-1	7	5	-11	20	-2
O=c1cc(CCl)n2cnc3c(ncn3C3OC(CO)C(O)C3O)c2n1 (stereo not given)	-6	-16	-12	-31	-16	0
Cc1cc2c(cc1C)NC1C(=O)C(c3ccccc3Cl)OC1=N2 (stereo not given)	1	-10	-2	5	3	-1
CC(=O)Oc1c(OC(C)C)c(C)c(O[Si](C(C)C)(C(C)C)C(C)C)c2[nH]c3ccccc3c12	-12	-5	-23	-11	-30	34
CCSc1ccc(N=[N+]([O-])c2ccc(SCC)c(Cl)c2)cc1Cl	-5	11	2	-17	9	-6
CC(=O)Oc1c(C)cc(C(=O)CO)cc1C	14	15	28	7	32	35
Nc1ccc([N+](=O)[O-])c(Cl)c1	-13	-8	-11	-18	13	5
CC(C)C(CCN1CCCC1(C)C)(C(N)=O)c1ccccc1 (stereo not given)	10	-13	-4	-34	8	-5

(listing goes on)
SMILES	yeast bub3	yeast mec2-1	sgs1 mgt1	yeast cln2 rad14	yeast mlh1 rad18	rad50
Nc1cc(=O)n(-c2ccccc2)nc1Cl	3	4	-2	-19	0	2
O=C1CC2C(=O)N(Cc3ccccc3)C(=O)C2C(=O)N1 (stereo not given)	-3	-13	-5	2	1	-3
OCC(O)C(O)C(O)C(O)C(O)C(O)CO (stereo not given)	-1	4	7	6	3	2
CN(CCO)c1cnn(CCO)c(=O)c1Cl	8	-8	-18	-6	-7	-15
N#Cc1n[nH]n(-c2ccccc2)c1=O	-21	-11	17	-12	-14	-26
COc1ccc2c(c1OC)C(=O)N1C2=Cc2c(cc3c(c2OC)OCO3)CC1N(C)C (stereo not given)	18&-12	34&-26	57&40	13&12	41&13	30&17
O=C(OCCNC(=O)N1CCOCC1)OCCNC(=O)N1CCOCC1	-3	-2	-9	41	11	-17
OCC(I)CO	2	3	17	1	17	16
Cc1cccc(C[P+](C/C=C/c2ccccc2)(c2ccccc2)c2ccccc2)c1	99*	100*	100*	99*	99*	99*
CCCCCC(CN(C)C)C(=O)/C=C/c1ccc(F)cc1 (stereo not given)	11	9	3	20	14	25
O=[N+]([O-])c1cccc(-c2cc3ccccn3c2)c1	-2	7	14	6	7	29
CC(C)(CO)NC(=O)c1ccccc1Br	-14	-12	-9	2	8	-32
N#C/C(=C\c1cccc([N+](=O)[O-])c1)C(=O)c1ccccc1	14	10	24	17	26	26
CN=C(NC)c1ccc(Cl)c(Cl)c1	11	-5	-1	-31	12	8
CNc1ccc2c(c1)C(=O)c1ccccc1-2	1	14	-6	20	-11	11
CCC(CC)=NNS(=O)(=O)c1cccc2ccccc12	-18	-12	-12	-16	0	11
CN(C)C(CO)(CO)CO	3	-8	3	-1	2	15
Cc1ccccc1N=Nc1c(-c2ccccc2)nn(C(=O)CC(=O)Nc2cccc(Cl)c2)c1-c1ccccc1	68	22	55	34	42	61
CCN(CC)CCC(=O)c1ccc(Oc2ccc(F)cc2)cc1	70	44	77*	33	47	57
COCCOCc1nc(C#N)c(N)o1	-24	3	-36	14	-66	-7

The listing continues:
SMILES	yeast bub3	yeast mec2-1	sgs1 mgt1	yeast cln2 rad14	yeast mlh1 rad18	rad50
Cn1c2c(c3ccccc31)CCN(CCCCN1CCN(c3ccccc3)CC1)C2=O	-11	-18	-36	4	-7	4
COC1/C=C/OC2(C)Oc3c(C)c(O)c4c(O)c(c(/C=N/N(C)c5ccc([N+](=O)[O-])cc5[N+](=O)[O-])c(O)c4c3C2=O)NC(=O)C(C)=C/C=C/C(C)C(O)C(C)C(O)C(C)C(OC(C)=O)C1C (stereo not given)	40	56	32	64	56	10
Nc1c(S(=O)(=O)O)cc(Nc2cccc(S(=O)(=O)/C=C/S(=O)(=O)O)c2)c2c1C(=O)c1ccccc1C2=O	1	-29	-1	-2	-14	8
CCCCCCCCCCCCCCCCCn1nnnc1N	-12	12	-7	-10	-11	-8
C[N+](C)(C)C1CCS(=O)(=O)C1 (stereo not given)	13	-6	-7	-46	-10	-9
COc1ccc(-c2cc(-c3ccccc3)c(-c3ccccc3)nn2)cc1CN1CCOCC1	-5	-29	-17	11	-8	3
CC(=O)NC(CO)C(=O)NC(Cc1ccc(O)cc1)C(=O)NCC(N)=O (stereo not given)	11	-24	-9	19	-7	-27
Nc1cccc(Oc2ccc([N+](=O)[O-])cc2)c1	33	25	28	17	25	17
CC/C=C\CCOC(=O)C1OC1c1ccccc1 (stereo not given)	0	17	-9	11	2	8
CC(=O)c1c2c(cc3c1CCC3)CCC2	-22	-47	-20	-26	-1	-15
COCCCCCCCCCCCC(=O)O	-21	1	-46	0	-64	-23
CC(=O)Nc1ccn(C2OC(CO)C(O)C2O)c(=O)n1 (stereo not given)	-12	27	0	31	8	-4
COC(=O)c1[nH]c(=O)c(C#N)c(C(=O)OC)c1C(=O)c1ccccc1	-25	-6	10	19	12	5
O=c1[nH]ncc2[nH]cnc12	4	-8	-4	-5	0	0
CCOC(=O)C1=NN(c2ccccc2)C(=O)/C1=C\n1c(=S)sc2ccccc21	-12	-24	-6	-16	-2	-7
O=[N+]([O-])c1ccc(N/N=C/C(c2ccccc2)c2ccsc2)c([N+](=O)[O-])c1 (stereo not given)	12	21	57	19	22	62
CCOC(=O)c1ccc(NC(=O)Nc2cccc(Cl)c2)cc1	25	35	50	-18	24	-4
COC1(C)C(=O)N2C1N(C(=O)OC(C)(C)C)CC2(C)C (stereo not given)	-6	-6	-12	5	2	12
CCOC(=O)c1oc2cc(O)cc(O)c2c(=O)c1-c1ccc(OC)cc1	3	-30	12	11	0	8
COc1ccc(N)c(CC2c3ccccc3CCN2C)c1 (stereo not given)	2	10	18	19	26	3

(listing goes on)
SMILES	yeast bub3	yeast mec2-1	sgs1 mgt1	yeast cln2 rad14	yeast mlh1 rad18	rad50
C=C(C)C1CCC2(C)CC3C(=C)CC(O)C(O)C3(C)CCC12 (stereo not given)	90*	89*	91*	90*	89*	48
CC1(C)C2CC(C(=O)O)C1C2 (stereo not given)	-11	6	2	4	-19	3
Cc1ccc(C(C)C)cc1O	14	10	19	27	32	18
CCOP(=O)(OCC)OCCCCn1cnc2c1c(=O)n(C)c(=O)n2C	-3	-9	-16	-38	-3	-32
CCOc1cccc(N(CC)CC)c1	-14	2	-20	-64	13	34
O=C1c2ccccc2SC[C@@H]2CCCN12	3	-8	-4	9	2	23
CN(C)c1ccc(N2C(=S)SC(=Nc3ccccc3)C2=Nc2ccccc2)cc1	-2	-14	-11	7	3	-6
CCOP(=O)(OCC)/C(C#N)=C/c1ccc(Oc2ccccc2)cc1	91*	94*	92*	91*	90*	90*
Nc1ncc(Cl)cn1	-22	-21	8	-25	-24	20
Nc1ccc(O)c2c1C(=O)c1c(N)ccc(O)c1C2=O	-14	2	13	10	32	16
CCOc1cc2cnc3c4cc(OC)c(OC)cc4ccc3c2cc1OC	-14	-21	-11	9	-17	-33
O=C1CC2(CCCCC2)CC(=O)N1	7	-5	8	-35	-2	-6
CC(=O)N/N=C1/NN(C(C)=O)C2(S1)C(=O)Nc1ccc(C)cc12 (stereo not given)	25	39	40	29	8	-4
CCOC(=O)c1c(C(=O)OCC)c2cccn2c2c1cnn2-c1ccccc1	-21	2	5	6	-3	-1
C/C(=N/NC(N)=O)C1c2ccccc2Cc2ccccc21	17	-2	5	0	-8	18
O=C(Cl)c1cc(-c2ccc(Cl)cc2)nc2c(Cl)cccc12	74*	61	85*	42	87*	72*
CC1(C)CCCCCCC2CC2CCCCCC(C)(C)C1=O (stereo not given)	-12	-6	-5	8	24	1
C=CCOC(=O)Oc1ccc(Cl)cc1Cl	21	0	3	-10	18	10
C=C1c2cc3c(cc2CC12Cc1cc4c(cc1C2=O)CCC4)CCC3 (stereo not given)	47	22	11	24	16	20
C=CN1C(=O)N(C=C)C(C)(CC(C)C)C1=O (stereo not given)	nt	-6	nt	nt	16	4

Exported field by field: part of the list above.
canonical_smiles: C=C1c2cc3c(cc2CC12Cc1cc4c(cc1C2=O)CCC4)CCC3 (stereo not given)
- yeast bub3: 47
- yeast mec2-1: 22
- sgs1 mgt1: 11
- yeast cln2 rad14: 24
- yeast mlh1 rad18: 16
- rad50: 20
canonical_smiles: C=CN1C(=O)N(C=C)C(C)(CC(C)C)C1=O (stereo not given)
- yeast bub3: nt
- yeast mec2-1: -6
- sgs1 mgt1: nt
- yeast cln2 rad14: nt
- yeast mlh1 rad18: 16
- rad50: 4

The list continues.
SMILES	yeast bub3	yeast mec2-1	sgs1 mgt1	yeast cln2 rad14	yeast mlh1 rad18	rad50
COC(=O)c1ccc([N+](=O)[O-])c(O)c1	79*	85*	90*	58	73*	78*
COc1ccc(C2Oc3ccc(Cl)cc3C=C2[N+](=O)[O-])cc1 (stereo not given)	84*	87*	83*	83*	79*	80*
N#CCN1CCc2ccccc2C1	-12	-7	-7	-34	-6	-8
O=c1oc2cc(N=Cc3ccc4c(c3)OCO4)ccc2c2ccccc12	26	9	0	1	25	81*
FC(F)(c1nn[nH]n1)C(F)(F)C(F)(F)c1nn[nH]n1	-1	-3	-11	-36	-3	-7
Cc1cc(Cl)ccc1N1C(=O)C(=O)C(c2nc3ccccc3o2)C(=O)C1=O	49	65	89*	80*	88*	86*
CC(=O)Oc1c([N+](=O)[O-])cc(-c2ccccc2)cc1[N+](=O)[O-]	62	56	66	47	85*	78*
CC1=CC(=C(C#N)C#N)c2ccccc2N1C	15	4	-9	4	2	1
C(/C=N/NC1=NCCN1)=N\NC1=NCCN1	37	18	28	3	41	42
CC(C)CCC(=O)c1ccco1	5	9	4	11	0	6
O=CNCCNC=O	1	-2	-15	-13	-2	0
S=C1N(c2ccccc2)CCN1c1ccccc1	-19	-15	-22	-17	-3	-15
O=S1(=O)CSc2ccc3ccccc3c2-c2c1ccc1ccccc21	2	-21	1	0	17	5
Cn1c(=O)c(C(=O)NC23CC4CC(CC(C4)C2)C3)c(O)c2ccccc21	-53	-37	-47	-16	-20	-44
CCOC(=O)/C(=C\c1ccccc1)c1nc2ccccc2[nH]1	-15	-13	-15	-16	-14	-1
O=C(O)CCNCCO	20	13	5	-19	2	-4
ClCc1nnc2n1-c1ccc(Cl)cc1SC2	21	26	35	6	24	12
CCCCCCC(C)CC(CCCCCC)NCCOC(=O)c1ccc([N+](=O)[O-])cc1 (stereo not given)	99*	100*	100*	99*	100*	99*
C[N+]1(Cc2csc(-c3ccc(Cl)cc3)n2)CCCC1	-6	-23	5	10	-12	-12
O=C(O)C1CC[N-]CC1.O=C(O)C1CC[N-]CC1.[Cl][Pt+2][Cl]	-3&-6	-1&14	-1&24	-42&-5	5&18	-4&15

Next section:
SMILES	yeast bub3	yeast mec2-1	sgs1 mgt1	yeast cln2 rad14	yeast mlh1 rad18	rad50
C=CCN1Cc2ccccc2-c2ccccc2C1	16	-2	23	-1	10	7
NC(=O)C1CCCCC1C(=O)O (stereo not given)	5	5	7	-11	15	2
Cc1cc(Cc2cccc(Cl)c2)ccc1O	100*	100*	99*	99*	99*	100*
NC(CO)(CO)c1ccccc1	18	13	10	20	30	34
CC1CCCC(C)(C)C1(O)C#CC(=O)O (stereo not given)	13	4	10	14	17	0
CC1CS(=O)(=O)CC(C)S1(=O)=O (stereo not given)	15	-2	-6	-4	-7	-9

Screening results deposited in PubChem BioAssay by NCI.
